TEAD-YAP block: TEAD-YAP interaction inhibition; HEK-TIYL cells, TEAD-Gal4/YAP UAS-luciferase luminescence; 640,000 tested, 1.4% active; inhibition, % at 9.12 µM; AID 1259422; in the data active means inhibition above about 32%;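 further: 0% = median of test compound wells and 100% = reference inhibitor wells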
FBW7 activator: activators of human E3 ligase FBW7; AlphaScreen FBW7–phospho-cyclin E peptide binding, activator screen; Q969H0; normalized activity (activation), % at 26.1 µM; AID 1259310; 650,000 tested, 0.13% active; in the data active means normalized activity above about 1.9%;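 further: purified mutant Fbw7 with reduced substrate affinity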
MITF inh: human MITF inhibition, primary screen. O75030. AlphaScreen MITF homodimerization, bead proximity signal. 650,000 tested, 0.91% active. inhibition, % at 2.6 µM. AID 1259374; in the data active means inhibition above about 50%;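 further: 0% = vehicle wells with protein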
Target sequence (O75030 whole entry, looked up): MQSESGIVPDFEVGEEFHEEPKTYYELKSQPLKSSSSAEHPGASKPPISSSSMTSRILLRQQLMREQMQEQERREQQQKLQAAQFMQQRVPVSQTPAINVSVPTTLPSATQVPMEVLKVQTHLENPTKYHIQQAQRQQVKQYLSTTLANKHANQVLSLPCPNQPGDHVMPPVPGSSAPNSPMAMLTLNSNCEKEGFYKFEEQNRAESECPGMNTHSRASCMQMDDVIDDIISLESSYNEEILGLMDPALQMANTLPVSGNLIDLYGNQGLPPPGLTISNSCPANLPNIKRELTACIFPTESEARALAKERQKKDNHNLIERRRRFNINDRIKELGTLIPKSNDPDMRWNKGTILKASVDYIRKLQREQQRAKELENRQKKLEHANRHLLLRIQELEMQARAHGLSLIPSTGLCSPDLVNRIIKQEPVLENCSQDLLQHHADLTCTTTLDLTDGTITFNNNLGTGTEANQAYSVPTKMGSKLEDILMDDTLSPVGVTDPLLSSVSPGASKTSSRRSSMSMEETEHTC
GPR151 ag: human GPR151 activation; PathHunter beta-arrestin GPR151 cells, luminescence; activation, % at 11.2 µM; 650,000 tested, 1% active; in the data active means activation above about 4.9%;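 further: 0% = median of compound wells and 100% = cells with positive control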
Target sequence (Q8TDV0 whole entry, looked up): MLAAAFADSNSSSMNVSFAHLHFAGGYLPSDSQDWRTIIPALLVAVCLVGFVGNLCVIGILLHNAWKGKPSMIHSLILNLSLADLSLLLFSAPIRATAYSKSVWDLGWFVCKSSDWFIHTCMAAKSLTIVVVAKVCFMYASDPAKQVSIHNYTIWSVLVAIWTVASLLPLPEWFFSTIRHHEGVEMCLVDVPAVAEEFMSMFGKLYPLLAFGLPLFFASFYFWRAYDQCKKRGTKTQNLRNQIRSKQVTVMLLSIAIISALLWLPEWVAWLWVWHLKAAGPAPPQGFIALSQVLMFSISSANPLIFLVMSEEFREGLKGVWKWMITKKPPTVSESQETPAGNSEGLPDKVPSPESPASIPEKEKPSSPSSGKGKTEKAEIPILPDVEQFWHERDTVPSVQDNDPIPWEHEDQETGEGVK
The depositor's hits bear a star.

SMILES | TEAD-YAP block | FBW7 activator | MITF inh | GPR151 ag
O=C(Nc1ccc(N2CCOCC2)cc1)c1cccc(-n2cc(-c3nc4ccccc4o3)cn2)c1 | -6.5 | 2.4* | -4.7 | -0.8
O=C(Nc1cccc([N+](=O)[O-])c1)c1cn(-c2ccccc2)nc1-c1cccnc1 | -0.2 | -0.1 | 7.3 | -0.2
COc1cc2[nH]c(=O)c(C(=O)NCCCN3CCCCC3)c(O)c2cc1OC | -2.4 | -0.2 | -2.0 | 0.5
O=S(=O)(NCc1ccc(F)cc1)c1cc(Cl)ccc1Cl | -5.1 | 0.0 | -8.3 | -0.8
C=CCNc1ncnc2c1c(-c1ccccc1)cn2-c1ccc(Br)cc1 | -9.6 | -0.2 | -6.6 | -1.0
CCOc1ccc(N2C(=O)CC(N3CCOCC3)C2=O)cc1 (stereo not drawn) | 11.6 | 0.3 | 8.0 | 0.4
COc1ccc(OC)c(CNCC2CCCO2)c1 (stereo not drawn) | 0.2 | 0.0 | 13.4 | 0.7
O=C(/C=C/c1ccc(F)cc1)c1cccs1 | -7.9 | -0.1 | -0.1 | -1.8
CCOc1ccc(NC(=O)CCN2CCN(C)CC2)cc1 | -8.9 | -0.1 | -11.2 | 3.2
COC(=O)c1ccc(NC(=O)C2CC(=O)N(C)C(=Nc3ccccc3)S2)cc1 (stereo not drawn) | -3.8 | 0.0 | 5.1 | -0.8
CN(C)/N=C/C=C1\CCC/C(=C\c2ccc([N+](=O)[O-])cc2)C1=O | -9.6 | -0.2 | -2.4 | -0.7
CCOc1cccc2c1OC1(C)C(C(=O)Nc3ccc(C)cc3C)C2NC(=S)N1c1cccc(C)c1 (stereo not drawn) | 12.9 | 0.1 | 34.1 | -0.8
Cc1ccc(C(c2ccc(Br)cc2)c2ccc(C)s2)s1 | 12.4 | 0.0 | -4.7 | 3.0
COc1ccccc1C(=O)NCCn1cc(SCC(=O)Nc2ccc(Br)cc2)c2ccccc21 | 5.3 | 2.0* | 8.4 | -0.3
CC(CC(=O)NCc1ccccc1Cl)CC1=NS(=O)(=O)c2ccccc2N1 (stereo not drawn) | 5.8 | 0.5 | 3.3 | -0.4
Cc1ccc2oc(=O)c3cc(C(=O)NCCN4CCOCC4)sc3c2c1 | 0.6 | 0.1 | 8.7 | 1.2
CCCCCC(=O)Nc1ncc2c(n1)CC(c1cccs1)CC2=O (stereo not drawn) | -1.3 | -0.1 | 6.3 | 0.5
CC(C)Sc1nnc2c3ccccc3n(CCc3ccccc3)c2n1 | -1.0 | -0.1 | 10.5 | 2.0
CCOC(=O)c1sc2nc(SCC(=O)N(C)Cc3ccccc3)n(Cc3cccc(Cl)c3)c(=O)c2c1C | 3.4 | 0.3 | 10.2 | 0.8
N#CCC(=O)Nc1ccc(C(=O)OCC(=O)NCC(F)(F)F)cc1 | -1.4 | 0.1 | 0.8 | -0.5
CCc1ccc2oc(-c3ccc(NC(=O)c4cccc5ccccc45)cc3)nc2c1 | 1.0 | -0.1 | -4.0 | 0.0
CCn1c(=O)cc(OCC(=O)NCCN(C)C)c2ccccc21 | 0.8 | 0.0 | -0.1 | 0.5
CC1Cc2ccccc2N1C(=O)CN1CCC2(CC1)NC(=O)c1ccccc1O2 (stereo not drawn) | 3.9 | -0.1 | 12.4 | 0.3
Cc1cnc(C(=O)N2CCC(n3c(C4CC4)nc4sc(C)c(C)c4c3=O)CC2)cn1 | -6.1 | 0.1 | 14.0 | 1.9

Pulled one by one from above (5):
SMILES | TEAD-YAP block | FBW7 activator | MITF inh | GPR151 ag
CC(C)Sc1nnc2c3ccccc3n(CCc3ccccc3)c2n1 | -1.0 | -0.1 | 10.5 | 2.0
CCn1c(=O)cc(OCC(=O)NCCN(C)C)c2ccccc21 | 0.8 | 0.0 | -0.1 | 0.5
Cc1ccc(C(c2ccc(Br)cc2)c2ccc(C)s2)s1 | 12.4 | 0.0 | -4.7 | 3.0
N#CCC(=O)Nc1ccc(C(=O)OCC(=O)NCC(F)(F)F)cc1 | -1.4 | 0.1 | 0.8 | -0.5
CC(CC(=O)NCc1ccccc1Cl)CC1=NS(=O)(=O)c2ccccc2N1 (stereo not drawn) | 5.8 | 0.5 | 3.3 | -0.4

(listing goes on)
SMILES | TEAD-YAP block | FBW7 activator | MITF inh | GPR151 ag
CCCNC(=O)C(Cc1ccccc1)NS(=O)(=O)c1ccc2c(c1)CCC(=O)N2 (stereo not drawn) | 5.9 | 0.2 | 12.6 | 0.3
Cc1ccc(N2CC(c3nnc(Cc4ccc(F)cc4Cl)o3)CC2=O)cc1 (stereo not drawn) | -4.9 | -0.2 | -7.2 | -0.7
NC(=O)CN1CCN(c2nc(-c3ccc(F)cc3)cs2)CC1 | -8.5 | -0.2 | -6.0 | 4.6
CCN(CC)C(=O)CNC(=S)N(CCCN1CCOCC1)Cc1cccs1 | 2.6 | 0.1 | 13.0 | 0.4
CCOC(=O)CNC(=O)CNC(=O)c1nn(-c2ccc(OC)c(Cl)c2)c(=O)c2ccccc12 | 1.7 | 0.2 | 16.9 | 0.1
COc1ccc(CC(=O)Nc2cccc(-c3ccc4nncn4n3)c2)cc1OC | 4.0 | 0.0 | -3.1 | -1.5
Cc1ccc(C(=O)NCc2ccco2)c(NCc2cccnc2)n1 | -5.9 | -0.2 | -6.6 | 0.6
O=C1CCCC2=C1C(c1ccncc1)n1nnnc1N2 (stereo not drawn) | 8.3 | 0.1 | -3.3 | -0.7
Cc1ccc(S(=O)(=O)N(C)CC(=O)Nc2ccc(I)cc2)cc1 | -2.2 | 0.0 | 8.9 | -1.2
O=S(=O)(c1ccccc1Cl)N1CCC(O)(c2cccnc2)CC1 | 5.0 | -0.1 | -10.2 | -0.2
CC1CCN(Cc2nnnn2CCCC(=O)N2CCOc3ccccc3C2)CC1 | 2.0 | 0.3 | 5.4 | 3.0
Cc1cc(C)c(C#N)c(SCC#N)n1 | 4.7 | 0.0 | 0.3 | 0.6
COc1ccccc1C1C(C#N)=C(N)Oc2cc(C)n(Cc3ccccn3)c(=O)c21 (stereo not drawn) | 3.8 | -0.1 | 5.1 | 0.3
CCN(CC(=O)Nc1ccc(NC(C)=O)cc1)CC(=O)Nc1ccc(Cl)c(Cl)c1 | -7.0 | -0.3 | 93.5* | -2.0
COc1ccc2c(CNC3CCCC3)c(C(=O)O)[nH]c2c1 | -6.7 | -0.2 | -5.2 | -1.2
O=C(Nc1ccc(Cl)cc1)c1cc2ncc(Br)cn2n1 | -1.4 | -0.1 | -17.2 | 0.1
CCC(C)NC(=O)C1C2C(=O)N(Cc3ccccc3)CC23C=CC1(C)O3 (stereo not drawn) | 7.7 | -0.1 | 9.1 | 8.7*
CCC(C(=O)Nc1sccc1C(N)=O)c1ccccc1 (stereo not drawn) | 7.3 | 0.1 | 25.6 | -0.8
O=C(O)CCC1=NNC(=O)CC1 | -1.6 | 0.1 | 4.4 | -0.4
NC1=NC(=O)/C(=C/c2ccc(O)c([N+](=O)[O-])c2)S1 | -9.1 | -0.1 | -0.3 | 3.4
CCc1cc2c(=O)n(-c3ccccc3)c(SCC(=O)OC)nc2s1 | -1.1 | 0.1 | -1.5 | 0.5
CC(C)OC(=O)C1=C(N)OC2=C(C(=O)CCC2)C1c1ccc(Cl)cc1 (stereo not drawn) | 5.0 | 0.1 | -4.1 | -0.1
O=C(CSc1nnc(-c2ccccc2)c(-c2ccccc2)n1)Nc1ccc(Br)cc1 | -4.7 | 0.1 | 9.7 | -0.4
CC(c1ccccn1)N(C)C(=O)Cn1nnnc1CN1CCCCCC1 (stereo not drawn) | 0.2 | 0.0 | 1.6 | -1.7
COc1ccc(NC(=O)c2cc3c(C)nn(-c4ccccc4)c3s2)c([N+](=O)[O-])c1 | -2.0 | -0.2 | 1.9 | 0.3
COc1ccc(Cl)cc1NC(=O)C(C)N1C(=O)C2C3C=CC(C4CC34)C2C1=O (stereo not drawn) | 1.6 | -0.2 | 6.6 | -1.4
CC(=O)N1CCc2nc3ncccc3cc2C1 | -1.5 | -0.1 | -5.5 | -1.7
O=C1c2ccccc2NC(c2cccc([N+](=O)[O-])c2)N1c1ccc(F)c(Cl)c1 (stereo not drawn) | -53.6 | 0.0 | -6.2 | -1.1
Cc1ccc(C2CC(C(F)(F)F)n3nc(C(=O)O)cc3N2)cc1 (stereo not drawn) | 12.0 | 0.6 | 1.8 | 1.5
CC(C)(C)C(=O)NC1CCN(Cc2nnnn2C2CCCCC2)CC1 | 9.6 | 0.0 | 4.0 | 0.1
CCc1nc2ccccc2n1CC(O)COc1cc(C)ccc1C(C)C (stereo not drawn) | 7.8 | 0.3 | 7.6 | -1.4
CC1(C)CC(=O)C2=C(C1)N(c1ccccc1)C(N)=C(C#N)C2c1cc(Br)cs1 (stereo not drawn) | -9.1 | -0.2 | 1.5 | 0.9
N#CC(C#N)=C(N)/C(C#N)=C/c1ccc(-c2cccc(Cl)c2Cl)o1 | 0.9 | 0.0 | -3.2 | 4.6
CCOC(=O)c1c(NC(=O)C2CCCC2)sc2c1CCCC2 | 2.1 | 0.0 | 3.9 | -1.2
Cc1cc(C)nc(SCC(=O)Nc2nc3ccccc3s2)n1 | -3.6 | 0.0 | -5.0 | -0.6
CC(C)c1ccc(/C=C(\C#N)c2nn(CCO)c(N)c2C#N)cc1 | -13.9 | 0.0 | 7.1 | -1.6
COc1cc(Nc2nc(Nc3cnccn3)nc3c2ncn3-c2ccsc2)cc(OC)c1OC | 37.8* | -0.2 | 21.0 | -2.3
Cc1ccc(C)c(Cn2nnc3c(=O)[nH]c(C4CCN(S(C)(=O)=O)CC4)nc32)c1 | 9.6 | 0.2 | 8.4 | -0.2
Cc1ccnc(Nc2nc(-c3sc(NC(=O)c4ccccc4)nc3C)cs2)c1 | -4.6 | 0.1 | 9.8 | -0.4
Cc1oc2ccc(NS(=O)(=O)c3cccc4cccnc34)cc2c1C(=O)OC(C)C | 7.3 | 0.1 | -4.0 | 0.1
COc1ccc(OC)c(NC(=O)C(=O)N/N=C/c2ccc(OC)cc2OC)c1 | 11.9 | 0.5 | 19.6 | -0.4
Cc1cccc(OCC(=O)NCc2ccco2)c1 | -0.2 | -0.1 | 8.7 | 0.2
CC1CCC2(CC1)NC(=O)N(CC(=O)c1ccc3c(c1)OCCO3)C2=O (stereo not drawn) | -26.0 | 0.0 | 7.1 | 0.3
CN(CC(F)(F)C(F)F)S(=O)C12CC3CC(CC(C3)C1)C2 (stereo not drawn) | 3.4 | -0.1 | -0.6 | 4.7
C=C(C)COc1ccc2c(-c3cc4ccccc4oc3=O)cc(=O)oc2c1 | -0.6 | -0.2 | -7.0 | -1.8
Cc1ccc(NC(=O)Cn2nnc(-c3ccccc3NC(=O)c3cnccn3)n2)cc1 | 0.9 | 0.7 | 2.5 | -0.6
COc1cc(CN2Cc3ccccc3OC(C)C2)cc(OC)c1O (stereo not drawn) | -9.9 | 0.0 | -4.5 | 0.4
CCOc1ccc2nc(Sc3nc(Nc4cccc(C)c4)nc(Nc4cccc(C)c4)n3)sc2c1 | -12.3 | 0.4 | 17.9 | 0.8
CCCS(=O)(=O)N1CCC(C(=O)NC2CCC(C)CC2)CC1 (stereo not drawn) | -12.8 | 0.0 | -4.3 | -1.0
CCC(C(=O)Nc1cccc(OC)c1)n1nc(-c2ccc(OC)cc2)ccc1=O (stereo not drawn) | -1.3 | 0.2 | -3.8 | 0.7
Cc1nnc(NC(=O)c2ccc(F)cc2)s1 | -25.6 | 0.2 | -5.8 | -1.7
Cc1csc(NC(=O)CSc2nc3cc4c(cc3cc2C)OCCO4)n1 | 2.9 | 0.6 | 14.2 | -0.2
N#CC1=C(N)n2c(s/c(=C/c3ccc4c(c3)OCO4)c2=O)=C(C#N)C1c1ccc2c(c1)OCO2 (stereo not drawn) | -10.0 | -0.2 | -9.8 | 0.6
CN1CCN(C(=O)CCn2nc(-c3ccccc3)ccc2=O)CC1 | -1.1 | -0.1 | -1.6 | 2.0
CC1CCN(C(=S)NC(=O)c2ccco2)CC1 | 0.3 | 0.7 | -0.3 | -1.3
COC(=O)c1ccc2nc(NC(=O)c3ccc(Br)s3)sc2c1 | -18.7 | 0.3 | 6.3 | 2.4
COc1ccc(C(=O)Nc2ccccc2C)cc1S(=O)(=O)N1CCOCC1 | 4.6 | 0.0 | -6.6 | 1.4
O=C(CC1C(=O)N(c2ccc(F)cc2)C(=O)N1Cc1cccs1)Nc1ccc(F)cc1 (stereo not drawn) | 5.5 | -0.1 | -12.9 | -0.1
CS(=O)(=O)c1ccccc1C(=O)Nc1nc(-c2ccc3ccccc3c2)cs1 | -20.1 | -0.4 | 0.6 | 1.7
Cc1ccc(-c2n[nH]c(CNC(=O)NCc3ccccc3)n2)cc1 | -5.8 | 1.0 | 17.9 | -0.5

(list continues)
SMILES | TEAD-YAP block | FBW7 activator | MITF inh | GPR151 ag
COc1ccc(CCNC(=O)CCCn2c(=O)[nH]c3cc(Cl)ccc3c2=O)cc1OC | 0.6 | 0.3 | 11.1 | 0.5
COC(CNC(=O)Cn1nnc2ccccc2c1=O)OC | -9.5 | 0.2 | -1.8 | 3.2
Cc1c(O)ccc2c(=O)c(-c3nc4ccccc4s3)c(C(=O)O)oc12 | -2.1 | -0.1 | -6.1 | -0.6
COC(=O)C1C(c2ccc(OC)cc2)C(C(=O)OC)C1c1ccc(OC)cc1 (stereo not drawn) | 3.0 | 0.0 | 3.7 | -0.9
Cc1ccc(NC(=O)CSc2nc3ccccc3s2)cc1 | 6.5 | 0.2 | 6.4 | -0.3
NC(=O)C1CCN(C(=O)C2(c3cccs3)CCOCC2)CC1 | 5.2 | 0.3 | 15.4 | 1.5

Assay outcomes as filed in PubChem.
